Compound activity (PubChem BioAssay)
GAA spleen mod: inhibitors or activators of human alpha-glucosidase in spleen homogenate | Potency, µM (highest dose often 79.9 µM), without a hit: at the top dose activity change, negative = inhibition, hits mostly inhibitors | P10253 | actives 0.006% (n = 240,000) | human spleen homogenate, 4-MU-alpha-glucoside fluorescence;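 note: 0% = enzyme with vehicle and -100% = no enzyme basal signal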
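Human spleen homogenate (1 ug) with 4-methylumbelliferyl-alpha-D-glucopyranoside (1 mM final) in 50 mM citrate/phosphate pH 5.0, 0.01% Tween-20; 40 min at 37 C. Stopped at pH 10; 4-MU fluorescence Ex 365/Em 440 nm; AC50 by Hill fit.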
RECQ1 inh: RECQ1 (human) helicase inhibition | RECQ1 DNA unwinding, red fluorescence kinetic read | Potency, µM (top dose mostly 57.3 µM), without a hit: top-dose activity, negative = inhibition, most hits filed as inhibitors | actives 0.54% (n = 240,000) | AID 2549;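 note: plate controls were vehicle for no effect and no enzyme for full effect; nearly all actives have a fitted effect of over 30% in size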
Target sequence (P46063 whole entry, looked up): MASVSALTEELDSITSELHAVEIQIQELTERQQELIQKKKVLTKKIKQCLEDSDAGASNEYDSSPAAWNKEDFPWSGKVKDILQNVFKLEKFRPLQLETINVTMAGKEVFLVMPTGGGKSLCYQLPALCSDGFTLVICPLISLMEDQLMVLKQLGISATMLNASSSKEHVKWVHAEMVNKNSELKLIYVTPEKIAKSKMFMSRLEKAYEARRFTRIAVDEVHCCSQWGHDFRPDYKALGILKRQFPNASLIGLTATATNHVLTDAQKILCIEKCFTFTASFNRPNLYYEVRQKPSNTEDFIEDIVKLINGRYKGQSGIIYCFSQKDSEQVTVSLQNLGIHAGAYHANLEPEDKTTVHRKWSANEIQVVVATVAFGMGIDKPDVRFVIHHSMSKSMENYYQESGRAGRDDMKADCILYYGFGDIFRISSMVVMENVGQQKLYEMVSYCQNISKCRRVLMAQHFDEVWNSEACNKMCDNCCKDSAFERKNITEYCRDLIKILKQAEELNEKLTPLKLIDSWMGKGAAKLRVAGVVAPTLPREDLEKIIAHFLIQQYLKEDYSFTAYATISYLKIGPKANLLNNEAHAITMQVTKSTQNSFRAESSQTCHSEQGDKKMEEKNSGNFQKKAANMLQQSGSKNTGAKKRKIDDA
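50 nM RECQ1T1 preincubated 15 min with compound in Tris pH 8.0 buffer with MgCl2, DTT, Tween-20 and 2.5 ug/ml poly(dI-dC); started with 200 nM TAMRA/BHQ-2 forked duplex and 2 mM ATP. Unwinding read as fluorescence (525/598 nm), two reads 2 h apart.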
RGS12 GoLoco inh: inhibitors of human Gai1-RGS12 GoLoco interaction (red fluorophore). P63096. Gai1:RGS12 GoLoco peptide FP, rhodamine, 10 min. Potency, µM (highest dose often 61.6 µM), without a hit: top-dose activity, negative = inhibition, most hits filed as inhibitors. actives 0.44% (n = 230,000); active = well fitted inhibition curve with a large enough effect, not every such curve was filed as active; inactive = no such curve, though single readings can be large or run the other way; note: nearly all actives have a fitted effect of over 30% in size; many of its hits are not listed in these tables
Target sequence (P63096 whole entry, looked up): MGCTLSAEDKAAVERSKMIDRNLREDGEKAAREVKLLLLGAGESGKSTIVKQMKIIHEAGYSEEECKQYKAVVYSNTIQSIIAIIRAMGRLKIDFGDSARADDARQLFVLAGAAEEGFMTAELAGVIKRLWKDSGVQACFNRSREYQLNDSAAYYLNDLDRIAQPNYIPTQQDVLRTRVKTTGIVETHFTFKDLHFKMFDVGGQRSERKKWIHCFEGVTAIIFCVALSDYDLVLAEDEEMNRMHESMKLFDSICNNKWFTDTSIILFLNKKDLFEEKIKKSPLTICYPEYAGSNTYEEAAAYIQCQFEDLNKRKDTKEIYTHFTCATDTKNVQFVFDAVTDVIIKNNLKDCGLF
TexasRed fluor: alters Texas Red total fluorescence, flagging assay interference; TRb/SRC2 Texas Red total fluorescence interference; Potency, µM (doses to about 106 µM), for inactives: at the highest dose fluorescence change, negative = quenching; actives 0.29% (n = 280,000); AID 1479; active = well fitted curve in either direction with a large enough effect; inconclusive = small, poorly fitted or top-dose-only effect
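Flags fluorescent or light-absorbing compounds by total fluorescence, S + 2P, at 555 nm excitation and 632 nm emission. Mixture: 20 nM Texas Red SRC2 peptide, 0.6 uM human TRb LBD, 1 uM T3, 5% DMSO; compound exposure 5 h at ambient temperature.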
GAA glycogen: GAA glycogen-cleavage inhibition or activation; actives 0.38% (n = 300,000); recombinant GAA, glycogen substrate, Amplex Red glucose oxidase fluorescence; Potency, µM (highest dose often 76.4 µM), inactives show at the highest dose activity change, negative = inhibition, actives largely listed as inhibitors;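 note: 0% = full enzyme reaction and -100% = no-enzyme basal signal; the screen sought inhibitors and activators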
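Recombinant enzyme (4 nM final) with compounds titrated up to 77 uM and bovine liver glycogen (30 ug) in citrate pH 5.0, 0.01% Tween-20, 37 C 40 min. Released glucose detected by Amplex Red/glucose oxidase (Ex 573/Em 610); AC50 from Hill fits.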
TRb-SRC2 inh: inhibitors of human thyroid hormone receptor beta-SRC2 interaction; P10828; AID 1469; actives 0.065% (n = 280,000); TRbeta-SRC2 peptide binding, fluorescence polarization; receptor liganded with 1 µM T3; Potency, µM (titrated, usually from 106 µM), for inactives: at the highest dose activity change, negative = inhibition, usual class: inhibitors;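 note: plate controls were bound peptide for no effect and peptide without receptor for full effect; nearly all actives have a fitted effect of over 50% in size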
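Binding of a 20-amino-acid Texas Red SRC2 peptide (20 nM) to TRb ligand-binding domain (0.6 uM) with agonist T3 at 1 uM was followed by fluorescence polarization after a 5 hr room-temperature incubation.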
Numbers without * were called inactive; i = inactive; ? = inconclusive; . = no result given; [ ] = dose if it differs, or a comment. Unless noted, calls come from the whole dose curve; as a rule, active = well fitted curve in the direction sought with a large enough effect; inconclusive = small, poorly fitted or top-dose-only effect, or another doubt; inactive = no such curve, though single readings can be large; an effect the other way counts as inactive or inconclusive. Unless noted, % is set by controls: 0 for no effect and ±100 for the full control effect; potency is the fitted concentration of half-maximal effect. Not all compounds are listed. The share of hits here may be higher or lower than overall.

SMILES	GAA spleen mod	RECQ1 inh	RGS12 GoLoco inh	TexasRed fluor	GAA glycogen	TRb-SRC2 inh
CC(C)c1ccccc1NC(=O)CSc1nnc(COc2ccccc2Cl)o1	.	.	.	-9%	-6%[76.3 µM]	8%
Fc1ccc(N2CCN(Cc3nnc(-c4ccccc4Cl)o3)CC2)cc1	.	.	.	-2%	4%[76.3 µM]	-6%
Cn1c(=O)c2c(-c3ccc(Cl)cc3)ccnc2n(C)c1=O	.	.	.	2%	-8%[76.3 µM]	-3%
Cc1cc2nc(-c3ccc(OCc4ccccc4)cc3)cc(C(F)(F)F)n2n1	.	.	.	3%	-1%[76.3 µM]	9%
Cc1ccc(NC(=O)c2c(C)cc(C)nc2SCC(=O)Nc2ccc(Br)cc2)cc1	.	.	.	5%	16%[76.3 µM]	3%
COc1ccc(Cn2c(=O)c3cccnc3n(Cc3cccc(OC)c3)c2=O)cc1	.	.	.	?	-2%[76.3 µM]	-6%
CCOc1ccc(CNC(=O)c2ccc(CS(=O)Cc3ccc(Cl)cc3)o2)cc1 (stereo unspecified)	.	.	.	-2%	1%[76.3 µM]	4%
COc1ccc(C2C=C(c3ccccc3)Nc3nc(NC(=O)c4ccc(C)cc4)nn32)cc1 (stereo unspecified)	.	.	.	0%	13%[76.3 µM]	-4%
Cc1ccc(CCNC(=O)c2ccc3c(=O)n(-c4ccccc4)c(=O)[nH]c3c2)cc1	.	.	.	-2%	-8%[76.3 µM]	7%
CCN(Cc1ccccc1)C(=O)Cn1c(=O)n(-c2ccc(C)c(C)c2)c(=O)c2c(C)c(C)sc21	.	.	.	-3%	-10%[76.3 µM]	1%
COc1cccc(Nc2nc3c(S(=O)(=O)c4cc(C)ccc4C)nnn3c3ccsc23)c1	.	.	.	-4%	-3%[76.3 µM]	3%
O=C(c1cc2c(=O)oc3ccccc3c2s1)N1CCN(c2cccc(Cl)c2)CC1	.	.	.	2%	-5%[76.3 µM]	-16%
Cc1nc2nc(NC(=O)c3ccc(Cl)cc3)[nH]n2c(=O)c1Cc1ccccc1	.	.	.	1%	7%[76.3 µM]	-7%
CCN(c1ccccc1)S(=O)(=O)c1cc(Br)cc2c1N(C(=O)C1CC1)CC2	.	.	.	-1%	-9%[76.3 µM]	1%
CC(C)Nc1nc2c(S(=O)(=O)c3cccc(Cl)c3)nnn2c2ccsc12	.	.	.	-1%	9%[76.3 µM]	0%
Cc1ccc(SCC(=O)Nc2ccc(O)c(-c3nc4cc(C)ccc4o3)c2)cc1	.	.	.	7%	-6%[76.3 µM]	4%
COc1ccc(-n2nc(C(=O)NCCCOC(C)C)c3c4ccccc4n(C)c3c2=O)cc1	.	.	.	0%	-3%[76.3 µM]	7%
CCCc1cc(=O)[nH]c(Nc2ccccc2O)n1	.	.	.	6%	?	-7%
CCCCOc1ccc(C(=O)Nc2sc3c(c2C(=O)OCC)CCCCC3)cc1	.	.	.	0%	-5%[76.3 µM]	-5%
COc1cc(NC(=O)Cn2c(=O)n(Cc3ccccc3OC)c(=O)c3cccnc32)cc(OC)c1	.	.	.	-78%[53 µM]	2%[76.3 µM]	-17%[53 µM]
CCN(C(=O)c1cn(CC(C)C)c(=O)c2cc(OC)c(OC)cc12)c1cc(OC)ccc1OC	.	.	.	0%	6%[76.3 µM]	-4%
Cc1ccc(Cn2cc(S(=O)(=O)c3cccc(Cl)c3)c(=O)c3cc(F)c(N4CCOCC4)cc32)cc1	.	.	.	9%	4%[76.3 µM]	4%
Cc1oc(-c2cccc(Cl)c2)nc1CSCC(=O)NCc1ccccc1Cl	.	.	.	1%	-16%[76.3 µM]	-5%
CCOc1ccc(C2c3c(oc4ccc(C)cc4c3=O)C(=O)N2Cc2ccc3c(c2)OCO3)cc1OC (stereo unspecified)	.	.	.	9%	1%[76.3 µM]	3%
COc1ccc(N(C)C(=O)c2cc(S(=O)(=O)N3CCc4ccccc43)cn2C)c(OC)c1	.	.	.	0.016µM*[quencher]	-8%[76.3 µM]	-20%
The listing continues.
SMILES	GAA spleen mod	RECQ1 inh	RGS12 GoLoco inh	TexasRed fluor	GAA glycogen	TRb-SRC2 inh
O=C(c1ccc2c(=O)n(CCc3ccccc3)c(=O)[nH]c2c1)N1CCN(c2ccc(Cl)cc2)CC1	.	.	.	-1%	-1%[76.3 µM]	-13%
O=c1oc2ccc3ccccc3c2cc1-c1nnc(Nc2ccc(Cl)cc2Cl)s1	.	.	.	-1%	-9%[76.3 µM]	3%
COc1ccc(CN2CCN(c3ncnc4sc5c(c34)CCCC5)CC2)cc1F	.	.	.	-1%	13%[76.3 µM]	0%
COc1ccc(CNc2nc(-c3ccccc3)nn2C(=O)c2ccccc2OC)cc1	.	.	.	1%	-9%[76.3 µM]	2%
COc1cc(OC)cc(-c2nc3nc(C)c(CCC(=O)Nc4cc(C)cc(C)c4)c(C)n3n2)c1	.	.	.	-1%	17%[76.3 µM]	-5%
COc1cc(NC(=O)CCc2nc3cccnc3n2Cc2cccs2)cc(OC)c1OC	.	.	.	1%	1%[76.3 µM]	-1%
Cc1ccc2nc(N3CCN(c4cccc(Cl)c4)CC3)c(-n3nc(C)cc3C)nc2c1	.	.	.	1%	-9%[76.3 µM]	10%
COc1cccc(NC(=O)Cn2c(=O)n(CC(=O)NCCc3ccccc3)c(=O)c3sccc32)c1	.	.	.	1%	15%[76.3 µM]	-5%
COc1ccc(NC(=O)CN2C(=O)COc3ccc(S(=O)(=O)N4CCOCC4)cc32)cc1Cl	.	.	.	-3%	11%[76.3 µM]	0%
O=C(c1cc2c(=O)oc3ccccc3c2s1)N1CCN(c2ccccc2)CC1	.	.	.	-1%	-3%[76.3 µM]	3%
Cc1cccc2cc(-c3nc(-c4cccs4)no3)c(=O)oc12	.	.	.	-2%	18%[76.3 µM]	3%
CCCCN(C)CCNC(=O)c1cc(-c2ccc(Cl)s2)nc2ccccc12	.	.	.	-1%	4%[76.3 µM]	-4%
CCOc1ccccc1CNC(=O)C1CCN(C(=O)N2CCOc3ccc(Cl)cc32)CC1	.	.	.	-34%	29%[76.3 µM]	1%
Cc1ccc(NC(=O)CSc2nc3nccnc3c(=O)n2CCc2c[nH]c3ccccc23)c(C)c1	.	.	.	2%	7%[76.3 µM]	3%
CCOc1ccc(NC(=O)Cn2cc(C(=O)c3ccccc3)c(=O)c3cc(OC)ccc32)cc1	.	.	.	0%	11%[76.3 µM]	2%
O=C(Cn1cc(S(=O)(=O)N2CCN(c3ccccc3F)CC2)c2ccccc2c1=O)Nc1ccc(F)cc1Cl	.	.	.	0%	-7%[76.3 µM]	-3%
CCN(CC)CCNC(=O)Cn1cnc2sc(C)c(S(=O)(=O)N3CCN(c4ccccc4OC)CC3)c2c1=O	.	.	.	0%	1%	-1%
Cn1c(=O)n(CCCc2ccccc2)c(=O)c2c1nc1n2CCN1c1ccccc1	.	.	.	-5%	-2%[76.3 µM]	3%
Cc1ccc(N2C(=O)C(CC(=O)Nc3ccc(F)cc3)N(Cc3ccc4c(c3)OCO4)C2=O)cc1 (stereo unspecified)	.	.	.	-1%	1%[76.3 µM]	-2%
CC(C)NC(=O)CCSc1nc(-c2ccc3c(c2)OCO3)cc(C(F)(F)F)n1	.	.	.	0%	17%[76.3 µM]	-4%
Cc1cc(C)cc(N(C)S(=O)(=O)c2nnc(NC(=O)COc3ccc(Cl)cc3)s2)c1	.	.	.	-12%	3%[76.3 µM]	2%
CCc1nn(CC(=O)NCc2ccc(OC)cc2OC)c(=O)c2cc3c(OC)cccc3n12	.	.	.	-21%	14%[76.3 µM]	7%
Cc1cccc(NC(=O)CSc2nc(C)cc(C)c2C(=O)Nc2ccc(Cl)cc2)c1	.	.	.	6%	14%[76.3 µM]	2%
COc1ccc(-c2cn3c(n2)sc2cc(C(=O)NCc4cccc(F)c4)ccc23)cc1	.	.	.	2%	1%[76.3 µM]	-3%
Cc1ccc(C)c(N2CCN(C(=O)C(C)n3c(C)c4cnn(-c5ccccc5)c(=O)c4c3C)CC2)c1 (stereo unspecified)	.	.	.	-1%	1%[76.3 µM]	-8%

An excerpt from above in order of formula weight, lowest first:
SMILES	GAA spleen mod	RECQ1 inh	RGS12 GoLoco inh	TexasRed fluor	GAA glycogen	TRb-SRC2 inh
CCCCN(C)CCNC(=O)c1cc(-c2ccc(Cl)s2)nc2ccccc12	.	.	.	-1%	4%[76.3 µM]	-4%
Cc1ccc(N2C(=O)C(CC(=O)Nc3ccc(F)cc3)N(Cc3ccc4c(c3)OCO4)C2=O)cc1 (stereo unspecified)	.	.	.	-1%	1%[76.3 µM]	-2%
COc1ccc(NC(=O)CN2C(=O)COc3ccc(S(=O)(=O)N4CCOCC4)cc32)cc1Cl	.	.	.	-3%	11%[76.3 µM]	0%

(list continues)
SMILES	GAA spleen mod	RECQ1 inh	RGS12 GoLoco inh	TexasRed fluor	GAA glycogen	TRb-SRC2 inh
CCc1ccc(NC(=O)C(Cc2ccccc2)NS(=O)(=O)c2ccc3c(c2)CCN3C(C)=O)cc1 (stereo unspecified)	.	.	.	-1%	-11%[76.3 µM]	-2%
CN(C(=O)c1nc(-c2cccc(F)c2)n2c1CCCCC2)c1ccccc1F	.	.	.	-1%	-3%[76.3 µM]	-1%
Cc1ccc(Nc2ncc(C(=O)Nc3ccc(F)cc3F)c3ccccc23)cc1Cl	.	.	.	-3%	12%[76.3 µM]	-4%
COc1ccc(NC(=O)CCc2nnc3n(CC(C)C)c(=O)c4ccccc4n23)cc1OC	.	.	.	-11%	7%[76.3 µM]	-1%
O=S(=O)(c1ccc(Cl)cc1)c1nnn2c1nc(NC1CCCC1)c1sccc12	.	.	.	-1%	-2%[76.3 µM]	6%
COc1cc(OC)c(NC(=O)c2c3c(nn2C)-c2ccccc2SC3)cc1Cl	.	.	.	0%	2%[76.3 µM]	2%
Cc1cccc(Cn2c(=O)n(CCC(=O)NCCc3ccc(Cl)cc3)c(=O)c3sccc32)c1	.	.	.	-42%	-6%[76.3 µM]	-1%
COC(=O)c1ccc(CNC(=O)c2nc(Cn3nc(C)c(Br)c3C)no2)cc1	.	.	.	2%	12%[76.3 µM]	-3%
CCOc1ccc(NC(=O)CSc2nc(-c3ccccc3)c3cc(OCC)ccc3n2)cc1	.	.	.	0%	6%[76.3 µM]	-3%
Cc1ccccc1-c1cc(NCc2ccccc2)ncn1	5%	-7%	5%	.	.	.
c1ncc(-c2ccoc2)c(NC2CC2)n1	0%	9%	-16%	.	.	.
COc1ccc(NC(=O)N2CCCC3(CCNCC3)C2)cc1	5%	-9%	1%	.	.	.
CN(C)c1ncc2nc(-c3cccs3)c(=O)n(C)c2n1	3%	-6%	0%	.	.	.
CN1CCN(c2ncnc3ccc(-c4ccccc4C(F)(F)F)cc23)CC1	1%	-3%	1%	.	.	.
COc1ccc(-c2nc3cnc(N(C)C)nc3n(-c3ccccc3)c2=O)cc1	2%	-7%	11%	.	.	.
COc1ccc(-n2c(=O)c(CCc3ccccc3)nc3cnc(N4CCNCC4)nc32)cc1	-3%	-9%	71%[activator]	.	.	.
N#CCCn1c(=O)c(-c2ccc(Cl)cc2)nc2cnc(N3CCNCC3)nc21	0%	i	-22%	.	.	.
